# Assay outcomes: PubChem BioAssay, Broad Institute
# GSIS activator – GLuc luminescence reporter in INS-1E cells, primary screen for activators of glucose-dependent secretion of insulin. INS-1E GLuc reporter insulin secretion, 2-3 h. activation, % at 16.6 µM. 0.61% of 370,000 active;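 active means lowest replicate activation of at least 40%, so every replicate reaches that level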;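 further: 0% = median of neutral control wells and 100% = median of IBMX positive control wells; some compounds called inactive have numbers as strong as hits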
# RAD52 inh – blocks human RAD52 DNA annealing; P43351; AID 651710; 0.46% of 360,000 active; inhibition, % at 18.7 µM; recombinant RAD52 DNA annealing, FRET fluorescence;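 active means every replicate showing at least 50% inhibition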
# ARNT-TACC3 inh – disrupts binding between human ARNT and TACC3; Q9Y6A5; AlphaScreen His-ARNT PAS-B/GST-TACC3 binding, luminescence; TACC3 fragment carries E629A point mutation; inhibition, % at 9.99 µM; 0.66% of 390,000 active; AID 623870;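 active means mean inhibition of replicates at least 50% and at least half of replicates each reaching 50%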;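 further: 0% = complete ARNT plus TACC3 wells and 100% = ARNT alone without TACC3; many hits fall short of the cut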
# CFTR F508del cor – correctors of CFTR F508del function in bronchial epithelial cells; 0.36% of 350,000 active; activity (quench increase), % at 7.58 µM; CFBE cells, YFP halide quenching; stimulated with forskolin plus potentiator P3; % fluorescence drop versus neutral controls;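 active means mean added fluorescence quench of at least 8% versus neutral control, with both replicates also reaching 8%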;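 further: cells transiently co-express mutant CFTR-F508del with the halide-sensitive YFP; corrector assay measuring rescue of mutant channel to the surface after 24 h compound exposure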
# esBAF inh – inhibitors of esBAF chromatin remodeling in mouse ES cells; Bmi1-luciferase knock-in reporter, 24 h; 100% = twice the neutral-well signal; reporter increase, % at 12.5 µM; 2% of 350,000 active; AID 602393; in the data active means activation above about 40%;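 further: 0% = median of the plate's neutral control wells and 100% = double that signal; a rise in the Bmi1 reporter signal indicates esBAF inhibition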
# RAD54 branch – blocks human RAD54 Holliday junction branch migration; Q92698; FAM/BHQ fluorescence; inhibition, % at 10.4 µM; 0.14% of 360,000 active; AID 602329;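 active means mean normalized replicate activity at least 40 and at least half of replicates scoring 40 or more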;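 further: 0% = median of neutral control wells and 100% = median of positive control wells; inhibitors cause a drop in the FAM fluorescence signal; in these data hits start at about 50%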
# Target sequence (Q92698 whole entry, looked up): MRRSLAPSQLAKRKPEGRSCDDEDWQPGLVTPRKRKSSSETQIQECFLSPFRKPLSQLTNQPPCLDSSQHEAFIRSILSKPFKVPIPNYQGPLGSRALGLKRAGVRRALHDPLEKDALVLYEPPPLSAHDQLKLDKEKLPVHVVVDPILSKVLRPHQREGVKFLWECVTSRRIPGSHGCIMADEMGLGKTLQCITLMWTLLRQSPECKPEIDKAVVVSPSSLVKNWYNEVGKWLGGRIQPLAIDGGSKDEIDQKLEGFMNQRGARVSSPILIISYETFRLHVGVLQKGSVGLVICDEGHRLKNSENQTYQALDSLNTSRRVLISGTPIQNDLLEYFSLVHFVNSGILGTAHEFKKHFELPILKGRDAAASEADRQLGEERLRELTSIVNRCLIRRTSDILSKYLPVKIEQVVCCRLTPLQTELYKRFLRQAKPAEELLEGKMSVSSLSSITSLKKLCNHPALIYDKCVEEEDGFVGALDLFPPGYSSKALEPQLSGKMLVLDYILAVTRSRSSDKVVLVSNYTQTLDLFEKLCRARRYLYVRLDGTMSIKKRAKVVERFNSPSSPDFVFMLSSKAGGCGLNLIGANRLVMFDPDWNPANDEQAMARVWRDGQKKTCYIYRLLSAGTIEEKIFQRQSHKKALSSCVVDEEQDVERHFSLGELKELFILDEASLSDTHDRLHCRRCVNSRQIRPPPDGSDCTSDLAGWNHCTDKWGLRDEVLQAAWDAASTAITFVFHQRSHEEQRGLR
# ERAP1 HTS inh – ERAP1 (human) enzyme inhibition | inhibition, % at 10.7 µM | recombinant ERAP1, Leu-AMC fluorescence, 60 min | Q9NZ08 | 0.15% of 340,000 active;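 active means mean replicate inhibition of at least 30%, or all replicates individually reaching that 30% level; inactive means mean below 30% and not every replicate reaching it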;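 further: 0% = neutral control wells and 100% = L-leucinethiol positive control wells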
# Xi reactivation – reactivates the inactive X chromosome in mouse fibroblasts; XiGFP mouse fibroblasts, % GFP-positive cells imaging, 3 d; cells co-treated with 5-aza-dC sensitizer; scaled so ellipticine positive control = 100%; activation, % at 7.58 µM; 0.055% of 360,000 active; AID 743238;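 active means mean normalized replicate activation at least 10% and every replicate at or above 10%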;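 further: 0% = median of on-plate neutral control wells and 100% = ellipticine 6 µM median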
#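 Assay system: SV40-immortalized XiGFP fibroblast cells, line 68-5-11; buffer or medium: DMEM plus 5-aza-dC sensitizer; compound: one concentration, pinned; timing: compounds 3 days, fix/stain 15 min at room temperature; benchmarks: positive control ellipticine, 6 µM final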
# * = called active by the depositor; x = no result given.
1: O=C(Cc1ccc(Cl)c(Cl)c1)N1CCOCC1
2: CN1CCN(CCOc2ccc(Cc3ccccc3)cc2)CC1
3: CC(C)C(NC(=O)c1ccco1)C(=O)OCC(=O)N1CC(=O)Nc2ccccc21 (centres undefined)
4: Cc1noc(NS(=O)(=O)c2ccc(NC(=O)c3nn(-c4ccccc4)ccc3=O)cc2)c1C
5: COc1ccc(CN(C)C[C@H]2OCCCC[C@@H](C)Oc3ccc(NC(=O)NC(C)C)cc3C(=O)N([C@@H](C)CO)C[C@H]2C)cc1
6: CCOc1ccc(NC(=O)CCn2ccnc2)cc1
7: O=C(N/N=C/c1cc([N+](=O)[O-])ccc1O)c1cccc2cc[nH]c12
8: CC(=O)c1c(C)[nH]c(C(=O)COC(=O)CN2C(=O)C3CCCCC3C2=O)c1C (centres undefined)
compound no. | 1 | 2 | 3 | 4 | 5 | 6 | 7 | 8
GSIS activator | 12.0 | -10.0 | 0.5 | 18.4 | 1.8 | 2.9 | 0.3 | 5.9
RAD52 inh | -13.5 | 1.7 | -12.2 | -11.7 | x | -7.4 | -13.5 | -9.1
ARNT-TACC3 inh | -4.3 | 0.1 | -5.6 | -1.6 | x | -9.1 | 9.1 | -18.6
CFTR F508del cor | -1.5 | -0.6 | 2.0 | 0.9 | 1.7 | -0.8 | 5.3 | 0.4
esBAF inh | -2.8 | -1.5 | 0.1 | -2.2 | -3.3 | 1.9 | x | -0.8
RAD54 branch | -7.3 | -13.2 | 2.0 | -3.1 | x | 5.1 | 5.8 | 7.4
ERAP1 HTS inh | 0.8 | -1.8 | 0.8 | -8.3 | x | 1.2 | 6.1 | -2.1
Xi reactivation | 0.0 | 0.3 | 0.0 | 0.0 | -0.1 | 0.0 | 0.3 | 0.1

9: CN1c2ccc(-c3ccc(C#N)cc3)cc2[C@@H]2[C@@H](CCN2C(=O)CN2CCOCC2)[C@H]1CO
10: C[C@@H]1CN([C@@H](C)CO)C(=O)Cc2cc(NC(=O)Cc3cn(C)c4ccccc34)ccc2O[C@H]1CN(C)S(=O)(=O)c1cccs1
11: CN(C)C(=O)c1cccc(-c2ccc([C@@H]3[C@H]4CN(C(=O)CC5CC5)CC(=O)N4[C@H]3CO)cc2)c1
12: COc1ccc(C(=O)NCc2nnc(SCC(=O)Nc3nc4ccccc4s3)o2)cc1OC
13: COc1ccc(NC(=O)c2sc(=O)n(Cc3ccccc3C#N)c2C)cc1OC
14: O=C(NCCc1ccccc1)c1cccc(N2C(=O)C3CC=CCC3C2=O)c1 (centres undefined)
15: CCN(c1ccccc1C)S(=O)(=O)c1nnc(NC(=O)c2ccco2)s1
16: Cc1ccc(S(=O)(=O)N2CC[C@@H]3[C@H]2c2cc(C#Cc4cccc(F)c4)ccc2N[C@@H]3CO)cc1
compound no. | 9 | 10 | 11 | 12 | 13 | 14 | 15 | 16
GSIS activator | 1.0 | 12.7 | 11.1 | 8.8 | -0.5 | -10.2 | -18.8 | -29.0
RAD52 inh | x | 13.6 | 5.8 | x | -15.5 | -16.9 | -15.0 | -16.6
ARNT-TACC3 inh | 6.3 | 11.9 | x | 0.8 | x | 1.5 | 2.5 | 17.5
CFTR F508del cor | -0.6 | 0.4 | -4.1 | x | 3.8 | 1.8 | -2.7 | 3.6
esBAF inh | 1.4 | 2.5 | x | x | -17.1 | x | -1.7 | -1.9
RAD54 branch | 7.4 | -4.1 | x | -4.9 | -6.2 | x | -8.8 | 1.1
ERAP1 HTS inh | x | -0.4 | -1.1 | x | x | -1.8 | 0.7 | -1.9
Xi reactivation | 0.4 | 0.1 | 0.5 | 0.3 | -0.2 | 0.3 | 0.0 | 0.2

17: N#CC1=CC2CN(Cc3ccccc3)C1C1C(=O)N(c3ccccc3)C(=O)C21 (centres undefined)
18: CCCNC(=O)N1[C@H](CO)[C@@H](c2ccccc2-c2ccccc2F)[C@@H]1C#N
19: Cn1c(-c2sccc2OCc2ccc(Cl)cc2Cl)n[nH]c1=S
20: CN(C)CCOc1cc(Cl)cc(Cl)c1
21: Cc1ccc(CNC(=O)CSc2nccn(-c3ccc(C)c(F)c3)c2=O)cc1
22: O=C(NCc1cccnc1)C(=O)NCC1OCCN1S(=O)(=O)c1ccc(Cl)cc1 (centres undefined)
23: COc1ccc(C(CNC(=O)c2ccc(NS(=O)(=O)c3cccc([N+](=O)[O-])c3)cc2)N2CCOCC2)cc1 (centres undefined)
24: C[C@H](O)C#Cc1cnc2c(c1)C(=O)N([C@@H](C)CO)C[C@@H](C)[C@@H](CN(C)C(=O)CC1CC1)O2
compound no. | 17 | 18 | 19 | 20 | 21 | 22 | 23 | 24
GSIS activator | -8.4 | 1.3 | 0.6 | 1.8 | -11.5 | x | 2.2 | 9.1
RAD52 inh | -12.8 | -10.0 | -3.1 | -9.6 | -21.7 | -9.8 | -11.8 | 14.3
ARNT-TACC3 inh | -1.5 | x | -6.6 | -16.9 | -2.4 | 0.2 | 1.7 | -3.5
CFTR F508del cor | 0.3 | -0.3 | -2.5 | x | -1.1 | 0.7 | 0.9 | -0.2
esBAF inh | -1.8 | x | x | x | 1.4 | -1.7 | x | -3.9
RAD54 branch | x | x | x | x | -11.0 | -8.8 | -1.4 | 7.7
ERAP1 HTS inh | 0.6 | -0.1 | 1.7 | -5.9 | 1.8 | -0.4 | 2.5 | 0.6
Xi reactivation | 0.0 | 0.0 | 0.0 | 0.2 | 0.3 | -0.2 | 0.0 | 0.6

25: C[C@H]1CN([C@@H](C)CO)C(=O)Cc2cc(NC(=O)Nc3ccc(C(F)(F)F)cc3)ccc2O[C@@H]1CN(C)Cc1ccc(Oc2ccccc2)cc1
26: CO[C@H]1CN(C)C(=O)c2ccc(NS(=O)(=O)CC(F)(F)F)cc2OC[C@@H](C)N(Cc2nccs2)C[C@@H]1C
27: COCCn1c(SCC(=O)NCc2ccc3c(c2)OCO3)nnc1C(C)C
28: CCCC#Cc1cnc2c(c1)C(=O)N([C@@H](C)CO)C[C@H](C)[C@H](CN(C)C(=O)Cc1cccnc1)O2
29: C[C@@H]1CN([C@@H](C)CO)C(=O)c2cc(-c3ccccc3F)cnc2O[C@@H]1CN(C)Cc1cccc(F)c1
30: O=C(NNc1c(Cl)cccc1Cl)c1cccs1
31: COc1cccc(N2C(=O)C(CC(=O)Nc3ccccc3)N(C3CCCCC3)C2=O)c1 (centres undefined)
32: Cc1ccc(-c2nnc(SCC(=O)NNC(=O)COc3cccc4ccccc34)n2C)cc1
compound no. | 25 | 26 | 27 | 28 | 29 | 30 | 31 | 32
GSIS activator | -4.1 | 6.1 | 14.9 | -1.9 | 2.3 | x | -15.3 | 43.7
RAD52 inh | x | 5.4 | -1.9 | 1.8 | 13.3 | 4.4 | x | -18.6
ARNT-TACC3 inh | -15.0 | -0.1 | -3.3 | -5.6 | 7.6 | -20.2 | -1.7 | x
CFTR F508del cor | 0.7 | -0.1 | -0.1 | 0.0 | 1.0 | 2.0 | x | 0.9
esBAF inh | -1.7 | 0.7 | -4.5 | -2.5 | 0.5 | -0.5 | -11.5 | x
RAD54 branch | -5.8 | -1.6 | 7.2 | 5.3 | -5.5 | -0.2 | -2.0 | x
ERAP1 HTS inh | x | 5.1 | 6.9 | -0.1 | -1.6 | -1.4 | x | -3.5
Xi reactivation | 0.0 | -0.1 | 0.0 | -0.6 | -1.2 | 0.0 | x | 0.0

33: O=C(O)COc1ccccc1-c1ccccc1
34: CCCCn1c(N)c(N(CC)C(=O)C(c2ccccc2)c2ccccc2)c(=O)[nH]c1=O
35: CNC[C@H]1OCCCC[C@@H](C)Oc2ccc(NC(=O)Nc3ccccc3)cc2C(=O)N([C@@H](C)CO)C[C@H]1C
36: CCOC(=O)C1CCCN(Cc2cc(=O)oc3cc(C)c(C(C)C)cc23)C1 (centres undefined)
37: CC(C)(C)OC(=O)C[C@@H]1C/C=C\C[C@H](CC(=O)NCCO)C(=O)N2CCC[C@H]2COC1=O
38: COc1ccc(NC(=O)CSc2nnnn2C2CC3C=CC2C3)cc1 (centres undefined)
39: Cc1ccc(S(=O)(=O)Nc2ccc3c(c2)C(=O)N([C@H](C)CO)C[C@@H](C)[C@H](CN(C)CC2CCCCC2)O3)cc1
40: CCCCN(C(=O)CSc1nnc(Nc2ccccc2)s1)c1c(N)n(CCC)c(=O)[nH]c1=O
compound no. | 33 | 34 | 35 | 36 | 37 | 38 | 39 | 40
GSIS activator | 40.8* | 7.3 | 15.3 | 2.8 | -3.8 | -1.1 | 1.6 | 8.9
RAD52 inh | -18.3 | -1.0 | -33.7 | -68.5 | -6.0 | -15.1 | 4.8 | -13.9
ARNT-TACC3 inh | -9.1 | 0.0 | -1.9 | 28.5 | -10.7 | -1.0 | 9.5 | 3.9
CFTR F508del cor | 0.4 | -1.0 | -1.1 | 3.4 | 2.7 | -0.2 | -1.6 | -6.4
esBAF inh | -4.2 | x | -1.9 | x | -3.2 | 9.8 | -4.4 | x
RAD54 branch | -7.3 | x | 12.4 | x | 1.2 | x | 5.0 | x
ERAP1 HTS inh | -2.2 | -0.7 | -6.5 | -0.2 | -5.6 | -2.6 | -0.3 | -1.1
Xi reactivation | -0.1 | 0.0 | 0.0 | -0.1 | 0.1 | 0.2 | 0.2 | 0.1

# Entries of single compounds, quoted from the list. Values in the order: GSIS activator | RAD52 inh | ARNT-TACC3 inh | CFTR F508del cor | esBAF inh | RAD54 branch | ERAP1 HTS inh | Xi reactivation
# CN1CCN(CCOc2ccc(Cc3ccccc3)cc2)CC1 in the list: -10.0 | 1.7 | 0.1 | -0.6 | -1.5 | -13.2 | -1.8 | 0.3
# COc1ccc(NC(=O)CSc2nnnn2C2CC3C=CC2C3)cc1 (centres undefined) in the list: -1.1 | -15.1 | -1.0 | -0.2 | 9.8 | x | -2.6 | 0.2
# CCOC(=O)C1CCCN(Cc2cc(=O)oc3cc(C)c(C(C)C)cc23)C1 (centres undefined) in the list: 2.8 | -68.5 | 28.5 | 3.4 | x | x | -0.2 | -0.1

# (listing goes on)
41: O=C(C[C@H]1C[C@@H]2c3cc(NC(=O)C4CCOCC4)ccc3O[C@@H]2[C@@H](CO)O1)NCCc1ccccc1
42: COc1ccc(Cc2nnc(NC(=O)c3c(-c4ccccc4)noc3C)s2)cc1OC
43: COc1ccc(C(=O)n2cnnc2N)cc1
44: O=C(c1ccccn1)N1CC2(C1)[C@H](c1ccccc1)[C@H](CO)N2Cc1ccc(Cl)cc1
45: CO[C@H]1CN(C)C(=O)c2ccc(NS(=O)(=O)c3cccc(F)c3)cc2OC[C@@H](C)NC[C@H]1C
46: CO[C@@H]1CC[C@@H]2CCOc3c(C#N)cccc3C(=O)N(C)C[C@@H](OC)[C@@H](C)C(=O)N(C)C[C@@H]1O2
47: COc1ccc(C(Nc2cccc([N+](=O)[O-])c2)P(=O)(OC(C)C)OC(C)C)cc1 (centres undefined)
compound no. | 41 | 42 | 43 | 44 | 45 | 46 | 47
GSIS activator | -0.1 | 14.6 | 0.2 | -10.3 | -2.0 | 5.6 | -40.4
RAD52 inh | -8.4 | -44.1 | -1.6 | -20.8 | -7.1 | -6.3 | -1.6
ARNT-TACC3 inh | -12.0 | -0.9 | x | x | -2.1 | -2.0 | -2.3
CFTR F508del cor | -1.7 | 4.3 | x | 6.2 | 2.0 | x | 4.9
esBAF inh | -5.4 | -6.1 | x | x | -2.5 | 2.5 | -2.1
RAD54 branch | 4.9 | 9.1 | -5.2 | x | 4.6 | 3.9 | x
ERAP1 HTS inh | -0.5 | x | 2.7 | -0.9 | 0.3 | -4.6 | -3.0
Xi reactivation | 0.3 | -0.1 | x | 0.3 | -0.3 | 0.2 | 1.5

# Only RAD52 inh and GSIS activator, for some of the entries so far:
No.	Structure	RAD52 inh	GSIS activator
38	COc1ccc(NC(=O)CSc2nnnn2C2CC3C=CC2C3)cc1 (centres undefined)	-15.1	-1.1
39	Cc1ccc(S(=O)(=O)Nc2ccc3c(c2)C(=O)N([C@H](C)CO)C[C@@H](C)[C@H](CN(C)CC2CCCCC2)O3)cc1	4.8	1.6
